Bioassay records: PubChem BioAssay, Sanford-Burnham Center for Chemical Genomics
SENP1 FRET inh = inhibitors of human SENP1 SUMO protease catalytic domain; recombinant SENP1 catalytic domain, CyPet-SUMO1-YPet FRET cleavage; inhibition, % at 10 µM; Q9P0U3; AID 624204; 360,000 compounds, 0.21% hits;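 active = inhibition at least 30% at 10 µM, raw YFP signal under a set limit, fluorescence ratio 0.5 to 1.5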;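 note: 0% = enzyme with DMSO and 100% = no enzyme wells; some results filed as inactive read as strong as hits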
Target sequence (Q9P0U3 419-644 limits assumed): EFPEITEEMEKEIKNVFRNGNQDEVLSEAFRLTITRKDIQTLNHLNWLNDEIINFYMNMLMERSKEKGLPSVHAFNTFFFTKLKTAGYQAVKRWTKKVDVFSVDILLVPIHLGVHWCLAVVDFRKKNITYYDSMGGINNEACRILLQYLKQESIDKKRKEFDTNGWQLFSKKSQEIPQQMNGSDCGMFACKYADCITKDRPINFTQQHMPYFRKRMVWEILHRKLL
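Test system: human SENP1 catalytic domain; medium: Tris pH 8 buffer plus EDTA, NaCl, BME, BSA, NP40, catalase; incubation: 50 min reaction at room temperature; technique: FRET, CFP and YFP emission; controls: no-enzyme low control and enzyme-plus-DMSO high control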
Active calls of the source: *. The list is partial. The share of hits here may be higher or lower than overall.

SMILES	SENP1 FRET inh
CCOC(=O)c1nc(Nc2ccc(Nc3ccccc3)cc2)c2ccccc2n1	7
Nc1ncnc2c1nc(-c1ccccc1)n2C1OC(CO)C(O)C1O (stereo not given)	-1
Nc1cc(=O)[nH]c(=O)n1CCCc1ccccc1	-4
COc1ccc(NC(=O)C2CC(=O)N(c3ccccc3F)C2)cc1S(=O)(=O)N1CCCCC1 (stereo not given)	1
CCOC1=C2CN(S(=O)(=O)c3ccc(C)cc3)[C@H](c3ccccc3)C[C@@H]2N(S(=O)(=O)c2ccc(Br)cc2)[C@H](c2ccccc2)C1	1
Cc1noc(C)c1C(=O)N1CCC1(C)C(=O)NS(=O)(=O)c1cccc(F)c1 (stereo not given)	1
CCOC(=O)/C=C1/SCC(=O)N1CC(=O)Nc1ccccc1OC(F)F	3
COCC(=O)N1C[C@H](C)[C@H](OC)CN(C)C(=O)c2cc(NC(=O)Nc3cccc(F)c3)ccc2OC[C@@H]1C	4
S=C(NCCc1ccccc1)Nc1ncccn1	2
CCOCC(=O)NC1CCc2cc(OC(=O)COCC)c(OC)c(OC)c2-c2ccc(SC)c(=O)cc21 (stereo not given)	0
COc1ccc(C2=Nc3ccccc3N(C(=O)c3cc(Cl)cc(Cl)c3)C2C(=O)NCc2ccccc2)cc1 (stereo not given)	-3
COc1cccc(S(=O)(=O)N(C)C[C@@H]2OCc3cnnn3CCCC(=O)N([C@@H](C)CO)C[C@@H]2C)c1	2
CC(C)C[C@H]1CN(CCCC[C@H]2CNC(=O)C(=O)N2CCc2ccc(O)cc2)C(=O)C(=O)N1CCc1ccc(O)cc1	1
O=C(C[C@H]1CC[C@H]2[C@@H](COC[C@@H](O)CN2S(=O)(=O)c2ccc(F)cc2)O1)N[C@@H]1CCN(Cc2ccccc2)C1	-1
COc1ccc2oc(=O)cc(CN3CCN(Cc4ccccc4)CC3)c2c1	-5
CN(C)CCNC(=O)c1ccc(-c2cn3c(-c4ccc(Oc5ccccc5)cc4)cnc3cn2)cc1	-4
Cc1cc(C)c2c(=O)[nH]c(SCC(=O)c3ccc(F)c(C)c3)nc2n1	-9
Nc1ncnc2c1ncn2[C@@H]1O[C@H](C(=O)N[C@H]2c3ccccc3C[C@H]2O)[C@@H](O)[C@H]1O	1
N#CCC(=O)Nc1ccc(C(=O)OC(C(=O)Nc2ccc([N+](=O)[O-])cc2Br)c2ccccc2)cc1 (stereo not given)	-6
CN(C)Cc1csc(NC(=O)Nc2ccccc2-c2ccccc2)n1	-1
CN(Cc1ccccc1)C(=O)c1ccc2nc([C@@H]3O[C@H](CO)[C@H](O)[C@H](O)[C@H]3O)[nH]c2c1	-3
CSc1ccccc1NC(=O)C1(C)CCN1C(=O)Cc1ccc(-c2ccccc2)cc1 (stereo not given)	2
CCN(C(=O)CSc1nc2cc(C(=O)O)ccc2c(=O)n1-c1ccccc1F)C1CCS(=O)(=O)C1 (stereo not given)	2
O=NN(CC(=O)NNc1ccccc1)CC(=O)NNc1ccccc1	3
CC1(C)CC(=O)C=C(c2ccccc2CO)C1=O	-7
CCCCOCCCNC(=O)C[C@@H]1C[C@@]2(C(=O)OC)CCCCC=C2N(Cc2ccc3c(c2)OCO3)C1=O	4
COc1ccc(CN2C(=O)c3ccccc3C2C(=O)NC2CCCC(C)C2C)c(OC)c1 (stereo not given)	1
CCOC(=O)C1CC(=O)c2ccccc2C1c1ccccc1 (stereo not given)	-1
COC(=O)N1CCCCC1c1cc(C(=O)Nc2cccc3c2CCCC3)no1 (stereo not given)	3
C=CCN(C(C(=O)OC)C(C)C)S(=O)(=O)CCNCc1ccccc1 (stereo not given)	1
CCOc1ccc(-c2cc(C(=O)Nc3ccc(C)c(NS(C)(=O)=O)c3)[nH]n2)c(C)c1	-1
Nc1nc2ncccn2c1-c1ccc(F)c(F)c1	-17
O=C(NCc1cccnc1)/C(=C\c1ccc(-c2ccc(Cl)c(Cl)c2)o1)S(=O)(=O)c1ccccc1	2
CCCCn1nnnc1C(c1ccccc1)N1CCN(C)CC1 (stereo not given)	2
CCc1ccc(N2CC(C(=O)Nc3ccc(OC)c(S(=O)(=O)N4CCOCC4)c3)CC2=O)cc1 (stereo not given)	1
COc1ccc(-c2nc3cc(C)c(Br)c(C)n3c2Cc2ccccc2C(F)(F)F)cc1OC	-4
N#CCC(C(=O)c1cccnc1)c1ccccc1 (stereo not given)	1
COC(=O)[C@@]12C[C@@H](CC(=O)NCc3ccc(C)o3)C(=O)N(Cc3ccccc3)C1=CCC(C)(C)C2	1
CC(C)(C)NC(=O)C(c1ccncc1)n1c(=O)c(-c2ccco2)nc2ccccc21 (stereo not given)	-42
Cn1cnnc1SCc1ccc(C(=O)N/N=C(\CCC(=O)O)c2ccc(C(C)(C)C)cc2)cc1	0
CC(Sc1nc(N)cc(=O)[nH]1)C(=O)Nc1ccc(N2CCOCC2)cc1 (stereo not given)	-1
CC(C)(C)S(=O)N1Cc2cc(C(=O)NCc3ccc4c(c3)OCO4)nc(-c3cccc(-c4ccccc4)c3)c2[C@@H]1CCO (stereo not given in full)	1
NN=C1c2ccccc2-c2ccc(N)cc21	2
Nc1nc(=S)c2[nH]c(=S)[nH]c2[nH]1	-1
Cc1noc(C)c1Cn1c(C)c(C(=O)NCc2ccc3c(c2)OCCO3)sc1=O	-1
Cc1nc2c(OCc3ccc(Cl)cc3)cccn2c1N(C)Cc1cccs1	-34
O=C(CCSC1=NCCCN1)c1ccc(F)cc1	1
O=C(N/C(=C/c1ccc(F)cc1)C(=O)N1CCOCC1)c1ccco1	0
Cn1c(Nc2ccc(Cl)cc2F)nc2cc(-c3ccccc3)sc2c1=O	3
COc1ccc([C@H]2C[C@@H](n3cc(COC(=O)c4ccccc4)nn3)[C@H](O)CN2C(=O)C2CCCCC2)cc1	2

Copied from above for reference:
SMILES	SENP1 FRET inh
CCc1ccc(N2CC(C(=O)Nc3ccc(OC)c(S(=O)(=O)N4CCOCC4)c3)CC2=O)cc1 (stereo not given)	1
COc1ccc(-c2nc3cc(C)c(Br)c(C)n3c2Cc2ccccc2C(F)(F)F)cc1OC	-4
N#CCC(C(=O)c1cccnc1)c1ccccc1 (stereo not given)	1
COC(=O)[C@@]12C[C@@H](CC(=O)NCc3ccc(C)o3)C(=O)N(Cc3ccccc3)C1=CCC(C)(C)C2	1
CC(C)(C)NC(=O)C(c1ccncc1)n1c(=O)c(-c2ccco2)nc2ccccc21 (stereo not given)	-42
Cn1cnnc1SCc1ccc(C(=O)N/N=C(\CCC(=O)O)c2ccc(C(C)(C)C)cc2)cc1	0
CC(Sc1nc(N)cc(=O)[nH]1)C(=O)Nc1ccc(N2CCOCC2)cc1 (stereo not given)	-1
CC(C)(C)S(=O)N1Cc2cc(C(=O)NCc3ccc4c(c3)OCO4)nc(-c3cccc(-c4ccccc4)c3)c2[C@@H]1CCO (stereo not given in full)	1
NN=C1c2ccccc2-c2ccc(N)cc21	2
Nc1nc(=S)c2[nH]c(=S)[nH]c2[nH]1	-1
Cc1noc(C)c1Cn1c(C)c(C(=O)NCc2ccc3c(c2)OCCO3)sc1=O	-1
Cc1nc2c(OCc3ccc(Cl)cc3)cccn2c1N(C)Cc1cccs1	-34
O=C(CCSC1=NCCCN1)c1ccc(F)cc1	1
O=C(N/C(=C/c1ccc(F)cc1)C(=O)N1CCOCC1)c1ccco1	0

Further entries:
SMILES	SENP1 FRET inh
COC(=O)C1(C(=O)OC)C[C@H](c2ccccc2)N(Cc2ccccc2OC)[C@@H]1c1ccccc1	1
O=C(Cc1cccc(NC(=O)C2CCCN(C(=O)CCc3ccccc3)C2)c1)Nc1ccc(C(=O)N2CCOCC2)cc1 (stereo not given)	3
O=C(NCCCCCCNC(=O)OCc1ccccc1)OCc1ccccc1	-1
O=C(NCCc1ccccc1)c1cccc(NC(=O)c2ccccc2)c1	2
CC1Nc2nc(N(C)C)[nH]c(=O)c2NC1C (stereo not given)	-57
C#CCN(C[C@H]1[C@H](OC(=O)NCc2ccc(OC)c(OC)c2)[C@H](OC(=O)NCc2ccc(OC)c(OC)c2)C[C@@H](C(=O)OC)[C@H]1C(=O)OC)S(=O)(=O)c1ccc(C)cc1	1
Cc1cn([C@H]2C[C@H](O)[C@@H](CNCc3cccn3-c3ccncc3)O2)c(=O)[nH]c1=O	-1
Nc1nc2c(ncn2[C@@H]2O[C@H](CNCc3cnc(N4CCOCC4)nc3)[C@@H](O)[C@H]2O)c(=O)[nH]1	-5
Cc1ccc2nc3n(c(=O)c2c1)-c1ncccc1C(=O)NC3Cc1ccc(O)cc1 (stereo not given)	0
CCC1(CC)SC(N)=NC1=O	1
Cn1c(NCc2ccccc2F)nc2cc(-c3cccc(C(F)(F)F)c3)sc2c1=O	0
O=C1Nc2ccccc2-c2nnnn2C1N1CCCC1 (stereo not given)	0
COc1ccc(NC(=O)N[C@H]2CC[C@@H](CC(=O)NC3CCC3)O[C@@H]2CO)cc1	2
CCOC(=O)/C(=N\Nc1ccc(Br)cc1)N1CCN(c2ccccc2OC)CC1	2
COc1cc(F)ccc1-c1cc(C(=O)NCC2CCCCC2)[nH]n1	2
CC(C)(C)OC(=O)N1CCN(C(=O)c2ncn3c2c(=O)[nH]c2ccccc23)CC1	2
Cc1ccc2nc(-c3ccccc3)c(Cc3cccc(Cl)c3)n2c1	2
N#Cc1ccc(NC(=O)NN2CCCCCC2)cc1	1
Nc1ccn([C@@H]2O[C@H](C(=O)N3CCSC3)[C@@H](O)[C@H]2O)c(=O)n1	1
COCOc1ccc(-c2ncc(OCCN3CCCC3=O)nc2NC(=O)c2cc3ccccc3s2)cc1	0
COc1cccc(-c2cnc(C(O)c3cc(C)ccc3C)[nH]2)c1 (stereo not given)	0
CC1(Oc2ccc(Cl)cc2)CCN(Cc2cccn2-c2nccs2)C1 (stereo not given)	1
COc1ccc(S(=O)(=O)N(C)[C@H]2C[C@H]3c4cc(-c5ccccc5)ccc4CCN3C(=O)[C@H]2[C@H](C)O)cc1	-17
C[C@H](c1ccccc1)N1C[C@H](COCc2ccccc2)Oc2cc(N3CC[C@@H](O)C3)ccc2S1(=O)=O	2
CCCN1C(=O)/C(=C/c2ccc3c(c2)OCO3)NC1=S	-162
COc1ccc(C(N)c2csc(NC(=O)Nc3cccc(C(F)(F)F)c3)n2)cc1 (stereo not given)	-2
CC(C)Cc1csc(=S)[nH]1	1
CCCCCCCCCCCCCCC(O)C[N+](C)(CCO)CCO (stereo not given)	1
Cc1ccc(C2(C)NC(=O)N(CC(=O)N3CCN(S(=O)(=O)c4ccccc4[N+](=O)[O-])CC3)C2=O)cc1 (stereo not given)	1
COc1ccc(-n2nc3c(c2NC(=O)COc2ccccc2OC)CS(=O)(=O)C3)cc1	-1
COC(=O)c1sc2nc(-c3ccccc3)nc(N3CCN(C)CC3)c2c1C	-4
CCCCNC(=O)c1nc(-c2cccnc2OC)oc1-c1ccc(Cl)cc1	1
COc1ccc(C(=O)N2CCCc3ccccc32)cc1OC	2
O=[N+]([O-])c1c(NCCCO)cc(Sc2ccc(Cl)cc2)c2nonc12	-153
C[C@H]1COc2cccc(N3CCSCC3)c2S(=O)(=O)N1	-1
COCCNC(=O)C1CCCN(C(=O)c2sccc2C)CC1 (stereo not given)	-2
Cc1ccccc1CN1C(=O)CSCC1(C)C(=O)Nc1ccc2c(c1)OCCO2 (stereo not given)	1
O=C(NCc1cccc(Cl)c1)C1Cc2c(-c3ccccc3Oc3ccccc3)ccnc2O1 (stereo not given)	1
Cc1cc(C)nc(-n2nc(C)c(Sc3ccc(F)cc3)c2N)n1	-2
COCCNc1nc(NCc2cc(-c3ccc(OC)cc3)no2)c2sccc2n1	0
CCOC(=O)C1=CCN(S(=O)(=O)c2ccccc2Cl)C1c1cccc(Cl)c1 (stereo not given)	2
CCCN(CC)c1ncnc2[nH]ncc12	0
O=C(CCC1CCN(Cc2nccs2)CC1)Nc1ccccc1	0
Cc1nnc(SCCOC(N)=O)n1C	1
CCOC1=C2[C@@H](CN(S(=O)(=O)c3ccc(C)cc3)[C@H]2c2cccc3ccccc23)[C@H]2C(=O)N(CC)C(=O)[C@H]2C1	3
CCOC(=O)N1CCC(NC(=O)CNS(=O)(=O)c2ccc(Br)s2)CC1	0
CN(C)c1ncnc2c1ncn2[C@H]1CN(Cc2ccco2)C[C@@H](CO)O1	0
CC(=O)Nc1ccc(NCCc2cccs2)cc1	-1
O=C(c1ccco1)N1CCN(C2CN(CCc3ccccc3)S(=O)(=O)C2)CC1 (stereo not given)	-1
O=C(NCC(=O)N1CCCC1)NN=Cc1ccccc1O	-19
(listing goes on)
SMILES	SENP1 FRET inh
O=C(NC1CC1)c1cccc(NC(=O)C2CC2)c1	1
CC1C(=O)N(Cc2cn(CCC3OCCO3)nn2)CCS(=O)(=O)N1Cc1ccc(-c2cccc(CO)c2)cc1 (stereo not given)	-1
Nc1ccn([C@@H]2O[C@H](CNCc3ccc(-c4cc(C(F)(F)F)ccc4Cl)o3)[C@@H](O)[C@H]2O)c(=O)n1	-1
COc1ccc(NC(=O)CNc2ccc(OC)c(S(=O)(=O)N3CCOCC3)c2)cc1	-4
COC(=O)C(C#N)(CCC(=O)c1ccccc1)CCC(=O)c1ccccc1	0
c1ccc(C(CN2CCCCC2)Oc2ccccn2)cc1 (stereo not given)	-1
O=C(NCc1ccncc1)[C@@H]1CCCN1C(=O)[C@@H]1CCCN1	2
CCOc1ccc(NC(=O)CN(C)C(=O)c2cc(-c3ccco3)nc3ccccc23)cc1OCC	1
CC[N+]1(C)CCC(O)(/C=C/c2ccccc2)C(C(=O)/C=C/c2ccccc2)C1 (stereo not given)	0
O=C(NC(c1ccc2c(c1)OCO2)c1ccccn1)C1CCN(CCOc2ccccc2)CC1 (stereo not given)	1
OC(c1ccccc1)(c1nc(/C=C/c2ccc(C(F)(F)F)cc2)cs1)C(F)(F)F (stereo not given)	4
COc1ccccc1-c1cc2nc(NCCOc3ccccc3)ccn2n1	-7
COc1ccc(-c2sc(Nc3cccc4ccccc34)n[n+]2C)c(C)c1C	-1
COc1cc(C)ccc1S(=O)(=O)NC(=O)Cn1nnc(COc2ccc3c(c2)CCCC3)c1C	3
